T cell HTS: T cell immune modulators affecting CD8 T cell-vesicle binding | calls only at 7 µM | AID 2052 | 2C CD8+ T cell-vesicle binding, flow cytometry; active compounds read low | 330,000 tested, 0.068% active;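 active = response, share of CD8 T cells binding vesicles, and their 90th percentile fluorescence all below set limits, cut at about 80% in these data, passing the limit was not always enough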
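Read-out – percent CD8+ FL2 mean versus row control · System – murine 2C transgenic CD8+ T lymphocytes · Times – 1.5 h cell–vesicle binding at 37 °C, then 20 min icy labelling · Control set – naked vesicles low, QL9 vesicles with vehicle high · Detection – cytometric PE anti-B7-1 and Alexa647 anti-CD8 signals after 1% paraformaldehyde fixation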
T cell HTS vesicle-bound %: second read-out of T cell HTS, no call of its own (marks repeat the call); double positive events, %; measured here: CD8+ vesicle-bound cell fraction;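 binding gate set so that unloaded-vesicle control wells show 10% double positive cells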
The depositor's hits bear a star; i = inactive. A portion of the library, so the mix of outcomes need not match the whole.

SMILES	T cell HTS	T cell HTS vesicle-bound %
O=C(Nc1cccc(S(=O)(=O)N2CCCC2)c1)c1cccnc1	i	18
Cc1nc([N+](=O)[O-])cn1CC(=O)c1ccc(Cl)cc1	i	16
O=[N+]([O-])c1ccccc1S(=O)(=O)Nc1cccnc1	i	64
O=S(=O)(O)c1cccc2c(N=Nc3ccc(O)c4ncccc34)cccc12	i	18
CN(Cc1ccco1)C(=O)CCc1nc2sc3c(c2c(=O)[nH]1)CCCC3	i	52
Cn1c(=O)c2c(nc(SCc3ccc(F)cc3)n2C)n(C)c1=O	i	10
O=C(c1cc(COc2ccc(-n3cncn3)cc2)on1)N1CCCC1	i	14
COc1ccc(CN2C(=NC(=O)C3CCCO3)SC3CS(=O)(=O)CC32)cc1 (stereo unspecified)	i	10
COc1cc(NC(=O)Cn2cnc(S(=O)(=O)N3CCc4ccccc43)c2)cc(OC)c1OC	i	5
CC1(C(=O)N/N=C/c2c(F)c(F)c(F)c(F)c2F)CC1(Cl)Cl (stereo unspecified)	i	24
CCn1cnc2c1c(=O)n(Cc1cccc([N+](=O)[O-])c1)c(=O)n2Cc1ccccc1	i	18
CCOC(=O)C1=C(COC(=O)Cc2ccc(OC)c(OC)c2)NC(=O)NC1C (stereo unspecified)	i	46
O=C(NCCCNC(=O)c1ccco1)c1ccc(F)cc1	i	42
Cc1ncoc1C(=O)N1CCCC(N2CCN(c3cccc(C(F)(F)F)c3)CC2)C1 (stereo unspecified)	i	63
CNC(=O)c1ccccc1NC(=O)C1CC(=O)N(C(C)C)C1 (stereo unspecified)	i	10
CCCC(=O)Nc1ccc(C(=O)COC(=O)c2cc(C)oc2C)cc1	i	17
COC(=O)CNC(=O)C1CCN(S(=O)(=O)c2cnc[nH]2)CC1	i	13
Cc1cccc(Nc2ccc([N+](=O)[O-])cn2)c1	i	47
Cc1cccc(CNC(=O)CCCn2nc(C)c3c(C)n(-c4ccccc4)nc3c2=O)c1	i	27
N/C(=N\OC(=O)c1ccc2ccccc2c1)c1ccccc1Cl	i	12
Cc1ccc(S(=O)(=O)CC(=O)Nc2ccc3nc(C)sc3c2)cc1	i	65
O=C(O)C1CCN(C(=O)COc2ccc3c4c(c(=O)oc3c2)CCCC4)CC1	i	4
COc1ccc(S(=O)(=O)Nc2cc3[nH]c(=O)oc3cc2C)cc1	i	9
CC1(C)CC(=O)C=C(c2cccc(O)c2)C1=O	i	35
CCCOc1cc(N)ccc1C(=O)OCCN(CC)CC	i	48
Cc1ccc(NC(=O)Nc2ccc3c(c2)OCO3)cc1F	i	25
C[C@H](CO)N1C[C@H](C)[C@@H](CN(C)S(=O)(=O)c2cccs2)Oc2c(NS(=O)(=O)c3ccccc3)cccc2C1=O	i	4
Cc1ccc2c(c1)N(CC(=O)N1CCN(C3CCCCC3)CC1)C(=O)CO2	i	27
O=C(NC1CCCCC1)C(c1ccncc1)N(C(=O)c1csnn1)c1ccccc1F (stereo unspecified)	i	23
COc1ccc(C2=Nn3c(nnc3-c3ccccc3F)SC2)cc1OCC1CC1	i	24
COc1cccc(C2=CC(=O)C[C@H](c3ccc(F)cc3)C2)c1OC	i	32
Cc1c(NC(=S)NC(=O)c2cccc3ccccc23)cccc1C(=O)O	i	19
CCCCn1c(N)c(N(CCOC)C(=O)COc2ccc(C(C)=O)cc2)c(=O)[nH]c1=O	i	21
Cc1cccc(NC(=O)COC(=O)[C@@H]2CCCN2C(=O)c2cccs2)c1	i	17
CSc1cccc(NC(=O)CC2Oc3ccccc3NC2=O)c1 (stereo unspecified)	i	22
O=S(=O)(Cc1ccccc1)Oc1ccccc1	i	17
CCOc1ccccc1NC(=O)c1nc(S(=O)(=O)Cc2cccc(C)c2)ncc1Cl	i	5
O=C(NCC(=O)N1CCCC(C(F)(F)F)C1)c1ccccc1Br (stereo unspecified)	i	38
CCN(C[C@H]1N[C@@](CC)(C(=O)OC)[C@H]2C(=O)N(Cc3ccccc3)C(=O)[C@@H]12)S(=O)(=O)c1ccc(C(C)(C)C)cc1	i	10
Cc1cccc(NC(=O)Nc2ccccc2[N+](=O)[O-])n1	i	20
CS(=O)(=O)c1ccc(N)c(SSc2cc(S(C)(=O)=O)ccc2N)c1	i	36
O=C(Nc1nnc(SCCC2OCCO2)s1)C1CC(=O)N(c2ccc(F)cc2)C1 (stereo unspecified)	i	37
CC1=C(C/C=C(\C)CCCC(C)CCCC(C)CCCC(C)C)C(=O)c2ccccc2C1=O (stereo unspecified)	i	24
COc1ccc(CN(C)C(=O)c2ccc(NS(=O)(=O)c3ccccc3)cc2)c(OC)c1	i	24
CCCn1c(SCC(=O)NCc2ccc3c(c2)OCO3)n[nH]c1=O	i	32
Cc1oc2c(C)c3oc(=O)c(CCC(=O)N[C@@H](CC(C)C)C(=O)O)c(C)c3cc2c1C	i	60
COc1ccccc1C(C)NCC(=O)NC(=O)NCc1ccco1 (stereo unspecified)	i	35
COc1ccc2c(c1)[C@H]1[C@H](CO2)[C@H](c2ccccc2)[C@]2(C)C(=O)Nc3ccc(C)cc3C(=O)N12	i	8
Cc1cccc(NC(=O)c2cc(-c3cc(C)ccc3O)n[nH]2)c1	i	19
Cc1cc(S(=O)(=O)N2CCCCC2CCNC(=O)C(=O)NCC2CCCO2)ccc1F (stereo unspecified)	i	52
CN(CC(=O)Nc1ccccc1C(F)(F)F)C(=O)c1ccccc1Sc1ccccc1C#N	i	41
O=C(NNC(=O)C12CC3CC(CC(C3)C1)C2)c1ccccc1F	i	33
O=C(O)CC/C(=N/NC(=O)CNC(=O)c1ccc2c(c1)OCCO2)c1ccccc1	i	41
COc1ccccc1CC(=O)Nc1ccc2c(c1)OC1(CCCC1)O2	i	55
CCc1ccc(N(CC(=O)Nc2ccccc2C(=O)N2CCCC2)S(C)(=O)=O)cc1	i	19
CC(C)n1c(COc2ccccc2)nc2ccccc21	i	52
O=C1CN(C(=O)COc2c(Cl)cccc2Cl)c2ccccc2N1	i	40
NS(=O)(=O)c1ccc(CCNC(=O)c2ccccc2Cc2ccccc2)cc1	i	62
O=C(Nc1ccccc1Oc1ccsc1C(=O)O)c1ccccc1	i	59
CCOc1ccc(S(=O)(=O)N/N=C\c2ccc3c(c2)OCO3)cc1	i	58

Later entries:
SMILES	T cell HTS	T cell HTS vesicle-bound %
CN(CC(=O)Nc1ccc(F)cc1)C(=O)CCc1nc2sc3c(c2c(=O)[nH]1)CCCC3	i	33
C=CC[C@@H](CC(=O)N(CCO)Cc1ccccc1)C(=O)NCCOC(=O)[C@@H](CC=C)Cc1ccc(F)cc1	i	19
O=C(COc1ccccc1Cl)Nc1nnc(S(=O)(=O)N2CCCC2)s1	i	31
Cc1nn(CCCC(=O)NCCc2ccccc2)c(=O)c2nn(-c3ccccc3)c(C)c12	i	50
Cc1ccccc1OCC(=O)OCC(=O)NCCNC(=O)COC(=O)COc1ccccc1C	i	11
O=C(O)c1cn(-c2ccc(F)cc2)c2cc(Cl)c(F)cc2c1=O	i	55
CC1CC(C)CN(S(=O)(=O)N2CCCC(C(=O)NCCCN3CCCCC3C)C2)C1 (stereo unspecified)	i	21
Cc1cc(-c2ccc(C)c(S(=O)(=O)NCCc3ccco3)c2)on1	i	35
Cc1ccc(C(C)C)c(OCC(=O)N/N=C2\CC(=O)CC(C)(C)C2)c1	i	12
Cc1ccc(C(=O)OC(C)C(=O)Nc2ccc3c(c2)OCO3)c(O)c1 (stereo unspecified)	i	31
CSc1nsc(SCC(=O)Nc2ccc(Cl)c(C(=O)O)c2)n1	i	29
CC(C)CC(=O)Nc1ccc(S(=O)(=O)N2CCCC2)cc1	i	35
CCn1c(=S)sc2c(=O)n(CC(=O)Nc3cccc(OC)c3)c(C)nc21	i	14
O=C1OC(N2C(=O)CC[C@H]2C(=O)Nc2ccc(Br)cc2F)c2ccccc21 (stereo partly specified)	i	19
CC(C)c1ccc(/C=C2\C(=N)N3N=C(CC(=O)N4CCCCC4)SC3=NC2=O)cc1	i	28
CCc1cc2c(=O)oc(-c3ccccc3F)nc2s1	i	16
CN1CCN(S(=O)(=O)c2csc(C(N)=O)c2)CC1	i	7
COc1ccccc1CCC(=O)NNC(=O)c1ccccc1	i	20
O=C(Nc1ccc(S(=O)(=O)N2C[C@@H]3C[C@@H](C2)c2cccc(=O)n2C3)cc1)c1ccc(F)cc1	i	28
CC1CC1C(=O)OCC(=O)NNC(=O)COc1ccc(Br)cc1 (stereo unspecified)	i	51
CNC(=O)c1cnn(-c2nc(-c3ccc(OC)cc3)cs2)c1C(F)(F)F	i	58
CC(O)c1cccc(N=Cc2ccc3ccccc3c2O)c1 (stereo unspecified)	i	52
Cc1cc(S(=O)(=O)c2cc3ccc(O)c(C)c3oc2=O)ccc1F	i	42
O=C(CSc1nnnn1-c1cccc(O)c1)NC1CC1	i	72
CC[C@@H](C)[C@@H]1CN([C@@H](C)CN2CCC[C@H]2CN2C(N)=NC[C@H]2CC(C)C)C(=N)N1CCCC1CCCC1	i	7
Cc1ccc(NC(=O)CNC(=O)c2cccs2)c(O)c1	i	32
COc1cccc(C(C(=O)NC2CCCC2)N(C(=O)c2ccco2)c2cccc(C(C)=O)c2)c1OC (stereo unspecified)	i	41
O=C(CN1CCCC1)Nc1sc2c(c1C(=O)Nc1ccccc1)CCCC2	i	67
Cc1cccc(C(=O)OCC(=O)N2CC(C)CC(C)C2)c1C (stereo unspecified)	i	16
CCOC(=O)C1CCN(C(=O)CCC2CCCC2)CC1	i	51
O=C1NC(=O)N(Cc2ccccc2)C1=O	i	48
CC(CCc1ccccc1)NC(=O)CNC(=O)c1ccccc1Br (stereo unspecified)	i	69
COc1cc2c(cc1OC)CN(c1ncccc1[N+](=O)[O-])CC2	i	28
O=C(NC1CCN(Cc2ccccc2)CC1)c1ccccc1OCc1ccccc1Cl	i	69
COc1ccc(C2=NN(C(=O)CCC(=O)O)C(c3ccccc3F)C2)cc1 (stereo unspecified)	i	69
COc1ccc([C@@H](C)NC(=O)c2ccc3oc(C(C)C)nc3c2)cc1	i	24
CCOc1ccc(C(=O)CCC(=O)N(CC)CC(=O)NCc2cccs2)cc1	i	39
O=C(CN1C(=O)/C(=C/c2ccc(F)cc2)SC1=S)N1CCN(CCc2ccccn2)CC1	i	49
COc1cc(C)ccc1OCc1cc(C(=O)NC(C)Cn2cncn2)no1 (stereo unspecified)	i	68
CCCCCc1c(C)[nH]c2nc3ccccc3n2c1=O	i	7
COc1ccc(C(CNC(=O)C2COc3ccccc3O2)N2CCCC2)cc1 (stereo unspecified)	i	39
O=C(NCC1CCCO1)c1cccc(S(=O)(=O)N(Cc2ccccc2)c2ccccc2)c1 (stereo unspecified)	i	12
O=C(CN(C(=O)CNC(=O)c1ccco1)c1ccc(F)c(Cl)c1)NC1CCCCC1	i	17
C=CCNC(=O)c1ccccc1NC(=O)C1CC(=O)N(C(C)C)C1 (stereo unspecified)	i	52
CCOc1ccccc1OCCCC(=O)NNC(=O)c1cc(C)oc1C	i	41

2 entries picked at random from those above:
SMILES	T cell HTS	T cell HTS vesicle-bound %
O=S(=O)(O)c1cccc2c(N=Nc3ccc(O)c4ncccc34)cccc12	i	18
CCCOc1cc(N)ccc1C(=O)OCCN(CC)CC	i	48

Further compounds:
SMILES	T cell HTS	T cell HTS vesicle-bound %
COc1cccc(/C=N/n2nnnc2N)c1OCC#N	i	49
CCOC(=O)CN1C(=O)S/C(=C\c2ccc3c(c2)OCO3)C1=O	i	25
CC(C)Oc1ccc(CNC(=O)Cn2ccc3cc(S(=O)(=O)N4CCCC4)ccc32)cc1	i	44
CN1C(C(=O)Nc2ccc(F)cc2F)=CC(c2cccs2)=NS1(=O)=O	i	3
CC1CCCC(NC(=O)COC(=O)COc2cccc(F)c2)C1C (stereo unspecified)	i	35
CNC(=S)N1N=C(c2cccs2)CC1c1ccc(OC)cc1 (stereo unspecified)	i	60
COc1ccc(S(=O)(=O)N2CCC(C(=O)NCCCn3ccnc3)CC2)cc1C	i	16
O=C(COC(=O)c1cc2ccccc2o1)NCc1ccco1	i	28
CC(C)[C@H](NC(=O)N1CCn2c1nc1ccccc12)C(=O)NCc1ccco1	i	37
Nc1cc(S(=O)(=O)Nc2ccccc2Cl)ccc1N1CCCCC1	i	49

Entries above containing two or more sulfur atoms, in the order listed:
SMILES	T cell HTS	T cell HTS vesicle-bound %
COc1ccc(CN2C(=NC(=O)C3CCCO3)SC3CS(=O)(=O)CC32)cc1 (stereo unspecified)	i	10
Cc1ccc(S(=O)(=O)CC(=O)Nc2ccc3nc(C)sc3c2)cc1	i	65
C[C@H](CO)N1C[C@H](C)[C@@H](CN(C)S(=O)(=O)c2cccs2)Oc2c(NS(=O)(=O)c3ccccc3)cccc2C1=O	i	4
CS(=O)(=O)c1ccc(N)c(SSc2cc(S(C)(=O)=O)ccc2N)c1	i	36
O=C(Nc1nnc(SCCC2OCCO2)s1)C1CC(=O)N(c2ccc(F)cc2)C1 (stereo unspecified)	i	37
O=C(COc1ccccc1Cl)Nc1nnc(S(=O)(=O)N2CCCC2)s1	i	31
CSc1nsc(SCC(=O)Nc2ccc(Cl)c(C(=O)O)c2)n1	i	29
CCn1c(=S)sc2c(=O)n(CC(=O)Nc3cccc(OC)c3)c(C)nc21	i	14
CN1CCN(S(=O)(=O)c2csc(C(N)=O)c2)CC1	i	7
O=C(CN1C(=O)/C(=C/c2ccc(F)cc2)SC1=S)N1CCN(CCc2ccccn2)CC1	i	49
CN1C(C(=O)Nc2ccc(F)cc2F)=CC(c2cccs2)=NS1(=O)=O	i	3
CNC(=S)N1N=C(c2cccs2)CC1c1ccc(OC)cc1 (stereo unspecified)	i	60

Screening results as filed in PubChem BioAssay.
